# a7 integrin act = integrin-mediated muscular dystrophy alleviation activation | alpha7betagal myoblasts, beta-gal FDG fluorescence, 48 h | Potency, µM (titrated, usually from 38.3 µM), for the others: at the highest dose activation, most hits filed as activators | 350,000 tested, 0.064% active | AID 624291;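 further: potency means the concentration at half of the fitted maximal effect; 100% = response of the positive control SU9516; nearly all actives have a fitted effect of over 60% in size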
#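 alpha7betagal+/- myoblasts (passage 13, 250/well) treated 48 h at 37C with compounds at 1:260 dilution of DMSO stock. Lysed, then beta-galactosidase activity read as FDG fluorescence (ex 480/em 540) after 30 min, with pre-read for autofluorescence.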
# A-T KAP1 phos = potential ataxia-telangiectasia treatments restoring KAP-1 phosphorylation; 320,000 tested, 0.19% active; […] A-T fibroblasts, KAP-1 phosphorylation AlphaLISA; neocarzinostatin DNA damage 30 min before lysis; Potency, µM (doses to about 57.5 µM), without a hit: at the top dose activation, most hits filed as activators; further: potency means the concentration at half of the fitted maximal effect; % of control where 0% means no effect; nearly all actives have a fitted effect of over 45% in size
#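 ATM-like activity read as KAP-1 phosphorylation via AlphaLISA donor/acceptor antibody pairs after lysis and 6 hr at 25C. Cells were ATM-null patient fibroblasts ([…], hTERT), dosed 60 min, then exposed to the DSB inducer NCS for 30 min.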
# TSHR antag = human thyrotropin receptor antagonism | P16473 | TSHR-expressing cells, TSH-stimulated cAMP HTRF, 2 h; hits give low values | activity change, negative = inhibition, % at 11.5 µM | 330,000 tested, 0.2% active | AID 504810;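 active means activity change below a set negative limit, meaning inhibition stronger than a set level, cut at about -70% in these data; inconclusive means activity change between two set negative limits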; further: on the % scale 0 is the no-effect control and ±100 the full control effect
#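 Read-out is FRET at 665 nm (cryptate excitation 337 nm) from a cryptate-tagged anti-cAMP antibody, competed by cell cAMP against cAMP-d2. Compounds are tested on freshly harvested TSHR cells challenged with 4nM TSH (EC80) for 2 hours at 37 deg C.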
# Menin-MLL TR inh = menin-MLL binding inhibition, Texas Red mutant peptide; Menin + Texas Red MLL mutant peptide, fluorescence polarization; O00255; Potency, µM (top dose mostly 61.6 µM), inactives show at the top dose FP activity change, negative = inhibition, usual class: inhibitors; AID 1768; 270,000 tested, 0.23% active; active means well fitted inhibition curve with a large enough effect in the polarisation, with a control signal flat, not every such curve was filed as active; inconclusive means small, poorly fitted or top-dose-only effect, or effect the other way, or a change in a side signal; inactive means no such curve, though single readings can be large or run the other way; the % refers to the polarisation; further: potency means the concentration at half of the fitted maximal effect; % of control where 0% means no effect; many of its hits are not listed in these tables
# Mito fusion yeast = blocks mitochondrial division or promotes mitochondrial fusion; 320,000 tested, 0.23% active; AID 485298; Potency, µM (doses to about 46.1 µM), without a hit: at the highest dose growth rescue (activation), hits mostly activators; S. cerevisiae fusion-defective mutant growth rescue, CellTiterGlo 48 h;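 further: potency means the concentration at half of the fitted maximal effect; % of control where 0% means no effect; nearly all actives have a fitted effect of over 45% in size; temperature-sensitive fusion mutants such as fzo1-1 at 37 °C on non-fermentable ethanol glycerol medium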
#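 Yeast fusion mutant, YPEG (non-fermentable carbon), compound, 48 h at 37C non-permissive; CellTiterGlo added, 10 min RT, luminescence read. Rescued growth = division inhibition.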
# CXXC DNA block = blocks binding of human MLL CXXC domain to DNA; Q03164; MLL-CXXC / FITC-HOXA9 DNA fluorescence polarization; Potency, µM (top dose mostly 115 µM), for inactives: at the top dose activity change, negative = inhibition, hits mostly inhibitors; 290,000 tested, 0.037% active; AID 2662; active means well fitted inhibition curve with a large enough effect in the polarisation, with a control signal flat, not every such curve was filed as active; inconclusive means small, poorly fitted or top-dose-only effect, or effect the other way, or a change in a side signal; inactive means no such curve, though single readings can be large or run the other way; the % refers to the polarisation; further: potency means the concentration at half of the fitted maximal effect
#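 Purified MLL-CXXC (added from a 7 uM solution) was preincubated 5 min at ambient with pinned compounds in 50 mM Tris-HCl pH 7.5, 50 mM NaCl, 1 mM DTT, 0.05% BSA. Fluorescein-labeled HOX-A9 DNA (50 nM solution) followed, 30 min, then polarization read.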
# PTAP TSG101 blk = blocks PTAP/TSG101 interaction to inhibit HIV-1 budding; Fluorescence polarization, FITC-PTAP peptide / Tsg101 binding; Potency, µM (titrated, usually from 115 µM), for inactives: at the highest dose activity change, negative = inhibition, most hits filed as inhibitors; 340,000 tested, under 10 active; active means well fitted inhibition curve with a large enough effect in the main read-out, with a control signal flat, not every such curve was filed as active; inconclusive means small, poorly fitted or top-dose-only effect, or effect the other way, or a change in a side signal; inactive means no such curve, though single readings can be large or run the other way; further: potency means the concentration at half of the fitted maximal effect; % of control where 0% means no effect
#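 FP read-out: FITC-PTAP peptide, 50 nM final, binding Tsg101 binding domain, 10 uM final; 20 min, r.t.; 10 mM HEPES pH 7.5, 0.15 M NaCl, 0.01% Tween 20, 3 mM EDTA, 0.1 mM TCEP.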
# TCR act = activators of T cell receptors. primary human leukocytes, anti-CD3, IL-2 HTRF, 48 h. Potency, µM (top dose mostly 9.22 µM), inactives show at the highest dose activation of IL-2 secretion, usual class: activators. AID 504894. 330,000 tested, under 10 active; further: % of control where 0% means no effect
#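 Primary human leukocytes receive a-CD3 beads and test compound and are incubated 48 hr. Secreted IL-2 is then assayed by HTRF, measuring 665nm acceptor emission after 320nm excitation of the europium donor.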
# S-ASM inh = inhibitors of human secretory acid sphingomyelinase; 340,000 tested, 0.006% active; Potency, µM (titrated, usually from 57.5 µM), inactives show at the top dose activity change, negative = inhibition, actives largely listed as inhibitors; placental ASM, HMU-PC fluorogenic substrate, 60 min; AID 504937; P17405; further: potency means the concentration at half of the fitted maximal effect
# Target sequence (P17405 47-631 limits assumed): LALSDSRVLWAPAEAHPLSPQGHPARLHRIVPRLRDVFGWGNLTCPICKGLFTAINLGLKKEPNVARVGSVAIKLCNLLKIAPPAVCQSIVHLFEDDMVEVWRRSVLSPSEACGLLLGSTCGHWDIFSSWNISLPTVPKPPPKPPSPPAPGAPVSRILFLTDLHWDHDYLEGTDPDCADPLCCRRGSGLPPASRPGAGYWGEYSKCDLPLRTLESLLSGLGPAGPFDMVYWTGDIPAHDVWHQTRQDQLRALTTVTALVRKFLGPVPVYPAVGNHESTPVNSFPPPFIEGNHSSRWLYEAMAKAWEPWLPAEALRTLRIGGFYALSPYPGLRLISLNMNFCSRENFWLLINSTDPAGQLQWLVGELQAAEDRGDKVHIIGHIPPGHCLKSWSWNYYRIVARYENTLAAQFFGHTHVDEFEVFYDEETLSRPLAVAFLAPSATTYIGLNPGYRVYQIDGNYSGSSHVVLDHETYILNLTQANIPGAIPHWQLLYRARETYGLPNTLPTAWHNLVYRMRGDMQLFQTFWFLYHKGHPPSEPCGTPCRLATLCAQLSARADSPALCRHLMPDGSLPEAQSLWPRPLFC
#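 Steps: dispense placental human ASM, pin compound, wait 10 min at room temperature, add HMU-PC0 substrate at 9 uM final, incubate 60 min at 37 °C, add stop solution raising pH to 10, read fluorescence.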
# MBNL1 CUG block = inhibitors of human MBNL1 binding to CUG repeat RNA. Q9NR56. 280,000 tested, 0.036% active. Potency, µM (highest dose often 57.5 µM), for inactives: top-dose activity change, negative = inhibition, hits mostly inhibitors. TR-FRET MBNL1-His/biotin-(CUG)12 binding, 665/545 ratio; active means well fitted inhibition curve with a large enough effect in the signal ratio, with a control signal flat, not every such curve was filed as active; inconclusive means small, poorly fitted or top-dose-only effect, or effect the other way, or a change in a side signal; inactive means no such curve, though single readings can be large or run the other way; the % refers to the signal ratio; further: potency means the concentration at half of the fitted maximal effect; on the % scale 0 is the no-effect control and ±100 the full control effect
# Target sequence (Q9NR56 whole entry, looked up): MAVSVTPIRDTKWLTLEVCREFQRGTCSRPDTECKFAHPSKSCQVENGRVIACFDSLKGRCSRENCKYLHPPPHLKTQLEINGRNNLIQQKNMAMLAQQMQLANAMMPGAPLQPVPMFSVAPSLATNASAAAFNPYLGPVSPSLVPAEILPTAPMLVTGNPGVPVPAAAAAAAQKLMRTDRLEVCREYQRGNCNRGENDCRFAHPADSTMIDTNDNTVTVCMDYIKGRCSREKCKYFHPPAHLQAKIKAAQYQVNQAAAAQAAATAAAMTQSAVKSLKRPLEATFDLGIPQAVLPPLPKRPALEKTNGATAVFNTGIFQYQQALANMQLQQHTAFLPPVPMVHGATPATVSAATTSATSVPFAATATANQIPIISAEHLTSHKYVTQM
#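 TR-FRET between His-tagged MBNL1 and biotin-(CUG)12 RNA, detected with Tb anti-His antibody (0.055 ng/ul) and streptavidin-XL665 (5 nM), 60 min at room temperature. Compounds titrated 92 nM to 58 uM; 665/545 nm ratio normalized to buffer and complex controls.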
# * hit, by the source's call; u = inconclusive; x = no result given; [ ] = remark or other dose. Unless noted, the call rests on the fitted dose curve; in most records, active means well fitted curve in the direction sought with a large enough effect; inconclusive means small, poorly fitted or top-dose-only effect, or another doubt; inactive means no such curve, though single readings can be large; an effect the other way counts as inactive or inconclusive. A portion of the library. The share of hits here may be higher or lower than overall.
# Values run as follows: a7 integrin act	A-T KAP1 phos	TSHR antag	Menin-MLL TR inh	Mito fusion yeast	CXXC DNA block	PTAP TSG101 blk	TCR act	S-ASM inh	MBNL1 CUG block
Cc1ccc(N2N=C(C(=O)O)CCC2=O)cc1Cl
 : u	-3%	-7	-12%	-18%	u	-4%	3%	3%	-3%
O=C(COC(=O)C12CC3CC(CC(C3)C1)C2)NCCc1ccccc1
 : -11%	-1%	-16	x	19%	-2%	-3%	-10%	0%	9%
COc1ccc(/C=C/c2c(-c3ccc(OC)cc3)oc3ccccc23)cc1
 : 20%	10%	-1	u	-2%	2%	-4%	-3%	458%[activator]	5%
Cc1cc(C(C)(C)C)ccc1OCC(=O)N/N=C\c1c(C)n(C)n(-c2ccccc2)c1=O
 : -20%	-5%	-4	x	3%	1%	-3%	-6%	-6%	-1%
Cc1ccc(S(=O)(=O)c2c(COC(=O)c3cccc(Cl)c3)c(-c3ccccc3)nn2C)cc1
 : 3%	x	0	15%	-1%	-5%	-4%	4%	0%	-8%
O=C(NCc1ccc(Cl)cc1)C1CCC(CNc2c(N3CCCC3)c(=O)c2=O)CC1 (stereo not drawn)
 : 2%	10%	6	x	-2%	-5%	-5%	4%	1%	0%
COc1ccc(Cn2nnnc2CN2CCCCCC2)cc1
 : -18%	0%	3	-27%	7%	6%	-9%	-2%	4%	-2%
COc1ccc2nc(Nc3nc4ccc(NC(C)=O)cc4s3)sc2c1
 : -53%[inhibitor]	4%	-13	u	u	-14%	2%	1%[46.1 µM]	312%[activator]	10%
CNC(=S)N/N=C/c1c(C(=O)OC)cnn1-c1ccc(F)cc1F
 : -8%	2%	-3	x	-3%	-3%	-2%	7%	-3%	1%
CC(C)(C)C(=O)N1CCC(O)(CS(=O)(=O)Cc2ccc(Cl)cc2)CC1
 : 6%	1%	-4	-13%	1%	0%	-4%	-2%	3%	-4%
NS(=O)(=O)c1cccc(NC(=O)COc2ncnc3c2cnn3-c2ccccc2)c1
 : 8%	2%	31	u	1%	4%	0%	x	-5%	-2%
O=S(=O)(c1ccccc1)N(C1=NCCS1)S(=O)(=O)c1ccccc1
 : 21%	2%	-2	-13%	-2%	6%	-6%	3%	-2%	5%
CCOc1ccc(-c2nc(-c3cccnc3)no2)cc1OCC
 : 8%	3%	-7	-15%	-1%	-5%	-5%	-5%	0%	2%
Nc1n[nH]c(N)c1N=Nc1ccccc1F
 : 20%	-40%	5	21%	4%	-3%	0%	3%	-7%	22%
CCn1c(=O)c(C(=O)Nc2ccccc2F)c(O)c2ccccc21
 : 48%	3%	2	u	3%	1%	-9%	-4%	4%	-7%

# Values run as follows: a7 integrin act	A-T KAP1 phos	TSHR antag	Menin-MLL TR inh	Mito fusion yeast	CXXC DNA block	PTAP TSG101 blk	TCR act	S-ASM inh	MBNL1 CUG block
Cc1c(Br)c([N+](=O)[O-])nn1CC(=O)Nc1ccc(CC#N)cc1
 : x	-1%	6	-3%	4%	14%	x	x	x	u
C[C@H](CO)N1C[C@H](C)[C@@H](CN(C)S(=O)(=O)c2ccccc2)Oc2c(NC(=O)C3CC3)cccc2C1=O
 : 0%	x	x	x	x	x	-2%	7%	-4%	x
O=C(N/C(=C\c1ccc(Br)cc1)C(=O)N1CCOCC1)c1ccco1
 : -35%	4%	-7	-7%	8%	-2%	-4%	0%	2%	4%
COc1ccc(OC)c(S(=O)(=O)NCCC(C)C)c1
 : 7%	-1%	20	-9%	10%	0%	1%	1%	-3%	-5%
O=S(=O)(c1ccc(Br)cc1)N1CCC2(CC1)OCCO2
 : 4%	11%	8	x	0%	-2%	-1%	0%	-4%	-3%
O=C1c2ccccc2C(=O)N1CCOc1ccccc1Br
 : -25%	7%	-13	x	-1%	2%	-1%	4%	-2%	4%
Cc1cccc(OCC(=O)NCCNC(=O)c2ccncc2)c1
 : -5%	3%	10	-9%	6%	-2%	-4%	3%	15%	2%
O=C(Nc1ccc2c(c1)OCO2)Oc1ccccc1
 : u	x	x	17%	-3%	10%	0%	-35%	-1%	7%
CC(=C\C(=O)O)/C(=C\c1cccc2ccccc12)C(=O)O
 : 12%	-18%	-9	x	7%	-6%	0%	2%	3%	-6%
COc1ccc(OC)c(NC(=O)C2C3C=CC(C3)C2C(=O)NCc2ccccn2)c1 (stereo not drawn)
 : 1%	14%	-8	0%	-4%	0%	-4%	0%	-1%	7%
CC(C)NC(=O)/C(C#N)=C\c1ccc(N(C)C)c(Br)c1
 : -26%	2%	-9	-20%	-7%	-7%	2%	3%	19%	7%
Cc1ccc(NC(=O)c2ccc3c(c2)C(=O)N(CC2CCCO2)C3=O)cc1C (stereo not drawn)
 : 10%	7%	-2	21%	2%	-5%	0%	0%	-10%	u
COCCNC(=O)C(c1ccco1)N(C(=O)Cn1nnc2ccccc21)c1ccccc1C (stereo not drawn)
 : -20%	6%	-5	-10%	0%	3%	3%	-1%	2%	-3%
CC1CC(C)CN(c2ncnc3c2cnn3Cc2ccc(Cl)cc2)C1 (stereo not drawn)
 : -20%	7%	-6	9%	20%	10%	-3%	0%	-3%	4%
CCCNC(=O)COC(=O)/C=C/c1ccc2c(c1)OCO2
 : 0%	5%	17	-2%	0%	12%	2%	-3%[46.1 µM]	4%	x

# Values run as follows: a7 integrin act	A-T KAP1 phos	TSHR antag	Menin-MLL TR inh	Mito fusion yeast	CXXC DNA block	PTAP TSG101 blk	TCR act	S-ASM inh	MBNL1 CUG block
CCC1(C)Cc2c(sc3c2c(=O)n(C)c2nnc(SCCc4ccccc4)n32)CO1 (stereo not drawn)
 : 17%	0%	-5	0%	2%	-1%	-1%	10%	8%	-7%
CC(C)NC(=S)N1CCN(S(=O)(=O)c2cccc(C(F)(F)F)c2)CC1
 : 4%	3%	7	3%	-4%	5%	-3%	2%[46.1 µM]	2%	1%
Cc1ccccc1N(C(=O)CCC(=O)Nc1ccccn1)C(C(=O)NC(C)C)c1ccc(O)cc1 (stereo not drawn)
 : 22%	-3%	1	8%	-1%	-1%	-1%	-5%	2%	-1%
CC(C)NCC1CCc2cc(CO)c([N+](=O)[O-])cc2N1 (stereo not drawn)
 : x	1%	-1	x	1%	1%	-1%	4%	-3%	u
COc1ccccc1CC(=O)NCCc1ccccc1
 : u	10%	-7	-12%	2%	-10%	-7%	2%	-3%	-3%
CC1(C)CC(NS(=O)(=O)c2ccc(S(N)(=O)=O)cc2)CC(C)(C)N1
 : x	-6%	-1	3%	-2%	1%	x	x	x	3%
COc1cccc(-n2c(SCC(=O)N3CCc4ccccc43)nnc2-c2c[nH]c3ccccc23)c1
 : 1%	-15%	2	3%	-2%	2%	-1%	10%	-2%	-2%
CCc1ccc(NC(=O)CO/N=C(\C)c2cc3ccccc3o2)cc1
 : -27%	1%	4	1%	22%	5%	-1%	-2%[46.1 µM]	-14%	x
CCOC(=O)N1CCN(c2c(N3CCN(c4cc(C)ccc4C)CC3)c(=O)c2=O)CC1
 : -31%	1%	-3	-11%	-3%	-5%	-2%	-6%	3%	5%
Cc1cccc(NC(=S)N/N=C/c2ccc(Cl)c([N+](=O)[O-])c2)c1
 : -3%	-6%	-7	u	-9%	4%	1%	5%	3%	5%
COc1cc(NC(=O)CNc2cccc(S(=O)(=O)N3CCCC3)c2)cc(OC)c1
 : 3%	-3%	-4	x	0%	18%	-1%	-5%	4%	3%
Oc1ccccc1/C=N/Nc1ncc(Br)cn1
 : -15%	4%	-5	-15%	-14%	19%	-3%	u	1%	x
CC1CCCN(c2ncnc3c2cnn3-c2ccccc2)C1 (stereo not drawn)
 : 17%	-35%	3	x	5%	21%	-5%	4%	-1%	-6%
COc1ccccc1NC(=O)CN1CCC(n2nnc3cc(F)ccc32)CC1
 : -27%	4%	-7	-7%	23%	21%	-8%	0%	-1%	-3%
COc1ccc(NC(=O)CSc2cn[nH]n2)c(OC)c1
 : u	4%	-7	-9%	1%	6%	-4%	1%	3%	-4%
CN1CCc2c(sc(NC(=O)c3ccc([N+](=O)[O-])o3)c2C(N)=O)C1
 : -57%[inhibitor]	-2%	-3	x	-8%	48%[activator]	-2%	x	3%	u
CCOc1ccc(N(CC(=O)Nc2ccc(C)c(C)c2)S(=O)(=O)c2c(C)[nH]c(=O)[nH]c2=O)cc1
 : -13%	15%	3	x	-1%	-5%	-2%	0%	-2%	-2%

# Bioassay records from PubChem.
